# Source: PubChem
# SENP8 block – SENP8 (human) protease inhibition | Q96LD8 | recombinant SENP8, Nedd8 substrate fluorescence | inhibition, % at 20 µM | actives 0.64% (n = 360,000) | AID 602440; in the data active = inhibition mostly above about 40%, no sharp cut-off; inactive = mostly below about 27%
# Target sequence (Q96LD8 whole entry, looked up): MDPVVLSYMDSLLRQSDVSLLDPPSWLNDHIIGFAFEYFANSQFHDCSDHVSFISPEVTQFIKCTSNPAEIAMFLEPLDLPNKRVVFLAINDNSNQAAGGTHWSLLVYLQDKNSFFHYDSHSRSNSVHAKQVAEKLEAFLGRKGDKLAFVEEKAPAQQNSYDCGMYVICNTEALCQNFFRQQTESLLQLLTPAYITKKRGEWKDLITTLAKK
# SENP1 inh – SENP1 (human) catalytic domain inhibition. actives 0.21% (n = 360,000). AID 624204. inhibition, % at 10 µM. Q9P0U3. recombinant SENP1 catalytic domain, CyPet-SUMO1-YPet FRET cleavage;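 active = inhibition at least 30% at 10 µM, raw YFP signal under a set limit, fluorescence ratio 0.5 to 1.5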;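 also: 0% = enzyme with DMSO and 100% = no enzyme wells; some results filed as inactive read as strong as hits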
# Target sequence (Q9P0U3 419-644 limits assumed): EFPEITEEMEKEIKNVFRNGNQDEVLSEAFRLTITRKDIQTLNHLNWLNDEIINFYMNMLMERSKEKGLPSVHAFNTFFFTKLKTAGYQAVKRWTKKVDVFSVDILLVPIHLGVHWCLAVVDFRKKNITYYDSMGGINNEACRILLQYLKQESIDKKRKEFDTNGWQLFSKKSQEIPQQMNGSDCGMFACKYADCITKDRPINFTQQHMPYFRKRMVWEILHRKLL
#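 Assay system: hSENP1 catalytic domain, recombinant. Amount: SENP1 enzyme, 20 pM final. Schedule: 50 min reaction, RT, dark. Technique: FRET, CFP and YFP emission. Control set: no-enzyme wells low, DMSO-plus-enzyme wells high control.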
# * hit, by the source's call; i = inactive. These rows are one share of the data (hit frequency here may not be typical).
SMILES,SENP8 block,SENP1 inh
CO[C@@H]1CN(C)C(=O)c2cc(NC(=O)Nc3cc(F)ccc3F)ccc2OC[C@H](C)N(C(=O)c2ccccn2)C[C@@H]1C,11,3
CCNC(=O)C1(C)CCN(C(=O)c2ccc3ccccc3c2)C1 (stereo unspecified),11,4
CCOC(=O)C1=CCN(S(=O)(=O)c2ccccc2C)C1c1ccc(Cl)c(Cl)c1 (stereo unspecified),23,2
COc1cccc(C(C)(O)c2nc(-c3ccc(C)c(C)c3)cs2)c1 (stereo unspecified),6,3
CC1(C(=O)Nc2cccc(Oc3ccccc3)c2)CCN1Cc1cc2ccccc2o1 (stereo unspecified),6,1
Cc1cc(Cl)ccc1C(O)c1ncc(-c2ccc3ccccc3c2)[nH]1 (stereo unspecified),-88,1
OC[C@@H]1CN(Cc2ccc(Cl)cc2)C[C@H](n2cnc3c(NC4CC4)ncnc32)O1,18,2
CN(C)CCNC(=O)c1cccc(-c2cnc3c(NC=O)cc(-c4cccc(F)c4)cn23)c1,-268,-8
COC(=O)C[C@H]1C=C[C@H](NS(=O)(=O)c2cn(C)cn2)[C@@H](CO)O1,10,3
CCCn1cnnc1CNC(=O)[C@H]1O[C@@H](n2cnc3c(N)ncnc32)[C@H](O)[C@@H]1O,21,1
CC(=O)C1CCC2C3CCC4=CC(=O)CCC4(C)C3C(O)CC12C (stereo unspecified),6,1
COC(=O)C[C@@H]1C=C[C@H](NC(=O)Nc2ccc(OC)cc2)[C@@H](CO)O1,16,0
COc1ccccc1CNc1nc(Nc2ccccc2-n2cccn2)c2sccc2n1,i,1
CC(O)(c1cccc(F)c1)c1nc(-c2cccc(C#N)c2)cs1 (stereo unspecified),6,1
CCN(CC)C(=O)c1cccc(-c2csc(C(O)c3cccc(OC)c3)n2)c1 (stereo unspecified),7,1
CCOC(=O)C1=CCN(S(=O)(=O)c2ccc(C)cc2)C1c1cccs1 (stereo unspecified),11,3
CN(Cc1ccccc1)C(=O)c1ccc(Nc2nc(C(N)COCc3ccccc3)cs2)nc1 (stereo unspecified),-174,-12
CC(=O)Nc1cc(-c2ccc(C(=O)N3CCOCC3)cc2)cn2c(-c3ccc(S(C)(=O)=O)cc3)cnc12,-497,-1
COc1ccc(C(=O)Nc2cccc(NC(C)=O)c2)cc1,2,2
CC1=C(C(=O)N(C(C)C)C(C)C)CC(CC(=O)NCCc2ccccn2)C(=O)N1CCCN1CCCC1=O (stereo unspecified),15,1
CCOC(=O)C1(C)CCCN1C(=O)c1ccc(C(F)(F)F)nc1C (stereo unspecified),17,2
C[C@H]1CN([C@@H](C)CO)C(=O)CCCn2cc(nn2)CO[C@@H]1CN(C)C(=O)c1ccc(N2CCN(C)CC2)cc1,15,5
O=C(Nc1ccc(F)cc1)C(c1ccncc1)N1CCN(C(=O)c2ccco2)CC1 (stereo unspecified),16,1
O=C1NC[C@H](CCCCN2C[C@H](Cc3ccccc3)N(Cc3ccccc3)C(=O)C2=O)N(CCC2CCCCC2)C1=O,4,5
O=C(Nc1ccccc1)c1cc(C2CCCN(C(=O)C3CC3)C2)on1 (stereo unspecified),-8,-3

# (continued)
SMILES,SENP8 block,SENP1 inh
COC(=O)c1ccccc1C(=O)c1c(C)cc(C)cc1C,4,-1
O=[N+]([O-])c1ccccc1S(=O)c1ccccc1[N+](=O)[O-],19,0
COC(=O)[C@]12CCCCC=C1N(Cc1ccco1)C(=O)[C@H](CC(=O)N1CCSCC1)C2,8,-1
OC[C@@H]1CN(Cc2ccc(F)cc2)C[C@H](n2cnc3c(NCc4ccco4)ncnc32)O1,1,-2
O=C(Nc1cccc(C(F)(F)F)c1)C1Cc2c(-c3ccco3)ccnc2O1 (stereo unspecified),-7,-2
COC(=O)c1ccc(Cn2c(C)c(C(=O)NCc3ccco3)sc2=O)o1,12,3
O=C1NC[C@H](CCCCN2CCN(CCc3ccc(O)cc3)C(=O)C2=O)N(CCC2CCCCC2)C1=O,12,-2
CCNC(=O)C1(C)CCN(C(=O)c2ccc(C)c(F)c2)C1 (stereo unspecified),11,-3
COC(=O)c1ccc2nc(-c3ccc(C)cc3)c(Cc3ccsc3)n2c1,-362,-4
CCCCNC(=O)c1nc(C2CCN(S(=O)(=O)c3ccc(OC(F)(F)F)cc3)CC2)oc1-c1ccccc1,13,3
O=C(c1[nH]c(C(F)(F)F)nc1-c1ccccc1)N1CCN(c2cccc(C(F)(F)F)n2)CC1,-50,0
Cc1nc2ccc(NC(=O)C3(C)CCCN(C(C)C)C3)cc2o1 (stereo unspecified),6,1
Cc1ccccc1-c1cc2nc(Nc3ccc(F)cc3)n(C)c(=O)c2s1,-48,1
O=C(Cn1cc(COc2ccc3ccccc3c2)nn1)NS(=O)(=O)c1cccc(OC(F)F)c1,10,0
CC1(Cc2ccc(F)cc2)C(=O)Nc2ccc(-c3cccnc3)cc21 (stereo unspecified),0,-1
CCOC(=O)[C@]12CCCC=C1N(Cc1ccccc1)C(=O)[C@H](CC(=O)N1CCOCC1)C2,29,-1
CCOC(=O)[C@]12CCC=C1N(Cc1cccc3ccccc13)C(=O)[C@H](CC(=O)NCc1cccs1)C2,10,-1
COCCCN1C(=O)C(CC(=O)NCc2cccc3ccccc23)CC(C(=O)N2CCOCC2)=C1C (stereo unspecified),17,2
C(=C\c1ccccc1)/CN1CCN(C(c2nnnn2C2CCCCC2)C2CC2)CC1 (stereo unspecified),5,-1
CC(C)C[C@@H](COCc1ccc([N+](=O)[O-])cc1)N1CCN(C(=O)c2ccc(C(F)(F)F)cc2)CCC1=O,18,2
CCNC(=O)C1CCCN(C(=O)c2cnc3ccccc3n2)CC1 (stereo unspecified),12,2
CNc1cncc(-c2cc(OC)c(OC)c(OC)c2)n1,i,-12
Cc1ccc(C)c(CC(=O)N2CCCC(c3cc(C(=O)Nc4ccc5c(c4)OCO5)no3)C2)c1 (stereo unspecified),7,1
Cc1ccc2nc(C3CCCCC3)c(Cc3ccccc3C(F)(F)F)n2c1,-206,0
CCNC(=O)C1CCCN(Cc2ccc3ccccc3c2Br)CC1 (stereo unspecified),16,2

# Random excerpt: 2 records from the list, in no set order.
SMILES,SENP8 block,SENP1 inh
CCNC(=O)C1CCCN(C(=O)c2cnc3ccccc3n2)CC1 (stereo unspecified),12,2
Cc1ccc2nc(C3CCCCC3)c(Cc3ccccc3C(F)(F)F)n2c1,-206,0

# 19 compounds already listed, sorted by length of the SMILES, smallest number first:
SMILES,SENP8 block,SENP1 inh
CNc1cncc(-c2cc(OC)c(OC)c(OC)c2)n1,i,-12
COC(=O)c1ccccc1C(=O)c1c(C)cc(C)cc1C,4,-1
CCNC(=O)C1CCCN(Cc2ccc3ccccc3c2Br)CC1 (stereo unspecified),16,2
CCNC(=O)C1CCCN(C(=O)c2cnc3ccccc3n2)CC1 (stereo unspecified),12,2
CCNC(=O)C1(C)CCN(C(=O)c2ccc(C)c(F)c2)C1 (stereo unspecified),11,-3
Cc1nc2ccc(NC(=O)C3(C)CCCN(C(C)C)C3)cc2o1 (stereo unspecified),6,1
CC1(Cc2ccc(F)cc2)C(=O)Nc2ccc(-c3cccnc3)cc21 (stereo unspecified),0,-1
Cc1ccccc1-c1cc2nc(Nc3ccc(F)cc3)n(C)c(=O)c2s1,-48,1
COC(=O)c1ccc(Cn2c(C)c(C(=O)NCc3ccco3)sc2=O)o1,12,3
O=C(Nc1cccc(C(F)(F)F)c1)C1Cc2c(-c3ccco3)ccnc2O1 (stereo unspecified),-7,-2
O=C(Cn1cc(COc2ccc3ccccc3c2)nn1)NS(=O)(=O)c1cccc(OC(F)F)c1,10,0
COCCCN1C(=O)C(CC(=O)NCc2cccc3ccccc23)CC(C(=O)N2CCOCC2)=C1C (stereo unspecified),17,2
OC[C@@H]1CN(Cc2ccc(F)cc2)C[C@H](n2cnc3c(NCc4ccco4)ncnc32)O1,1,-2
Cc1ccc(C)c(CC(=O)N2CCCC(c3cc(C(=O)Nc4ccc5c(c4)OCO5)no3)C2)c1 (stereo unspecified),7,1
CCOC(=O)[C@]12CCCC=C1N(Cc1ccccc1)C(=O)[C@H](CC(=O)N1CCOCC1)C2,29,-1
O=C(c1[nH]c(C(F)(F)F)nc1-c1ccccc1)N1CCN(c2cccc(C(F)(F)F)n2)CC1,-50,0
O=C1NC[C@H](CCCCN2CCN(CCc3ccc(O)cc3)C(=O)C2=O)N(CCC2CCCCC2)C1=O,12,-2
CCCCNC(=O)c1nc(C2CCN(S(=O)(=O)c3ccc(OC(F)(F)F)cc3)CC2)oc1-c1ccccc1,13,3
CC(C)C[C@@H](COCc1ccc([N+](=O)[O-])cc1)N1CCN(C(=O)c2ccc(C(F)(F)F)cc2)CCC1=O,18,2

# Following part:
SMILES,SENP8 block,SENP1 inh
CN1CCCC(C)(C(=O)Nc2cccc(Oc3ccccc3)c2)C1 (stereo unspecified),3,1
COCCNC(=O)C1CCCN(C(=O)/C=C/c2ccccc2)CC1 (stereo unspecified),12,3
CC1(C(=O)Nc2ccc3c(c2)OCO3)CCN1C(=O)Cc1cccs1 (stereo unspecified),12,-4
S=C1NCc2cncnc2N1,7,0
O=C(CC[C@H]1O[C@@H](n2cnc3c(NC(=O)c4ccccc4)ncnc32)[C@H](O)[C@@H]1O)NCC1CCN(Cc2ccccc2)CC1,21,2
COc1cc(F)ccc1-c1cc(C(=O)Nc2ccc(C)c(NS(C)(=O)=O)c2)[nH]n1,15,1
C#Cc1ccc(NC(=O)C2(C)CCN2C(=O)C/C=C/c2ccccc2)cc1 (stereo unspecified),13,0
O=C(Nc1ccc(F)c(Cl)c1)c1ccc2sc([C@@H]3O[C@H](CO)[C@H](O)[C@H](O)[C@H]3O)nc2c1,17,1
O=C1Nc2ccccc2N(C(=O)c2c(F)cccc2F)C1c1nc2ccccc2[nH]1 (stereo unspecified),-290,-23
COc1ccc(CN2C(=O)CCC2(C)c2nc3ccccc3[nH]2)cc1 (stereo unspecified),15,1
CN1CCN(C(=O)c2ccc(-c3cnc4cccnn34)cc2)CC1,i,-21
O=C(C[C@H]1C=C[C@@H](NC(=O)c2ccncc2)[C@@H](CO)O1)NCC1CC1,22,2
CCCCN(C=O)c1c(CC)nc2ccc(C(=O)N(C)Cc3ccccc3)cn12,-50,2
Nc1ccc(CNC(=O)c2cc3cc(Cl)ccc3nc2N)cc1,-102,-41
COc1ccc(OCCN2CCC(C(=O)NC(C)c3cccc4ccccc34)CC2)cc1 (stereo unspecified),-2,0
O=C1NC[C@@H](Cc2ccc(O)cc2)N(CCCCC2CCCCC2)C1=O,5,-1
OC(c1cccnc1)c1nc(-c2ccc3c(c2)OCO3)cs1 (stereo unspecified),3,0
Cc1ccccc1-c1cc2nc(NCc3ccc4occc4c3)n(C)c(=O)c2s1,-44,-1
OC(c1cccc(Cl)c1)c1nc(-c2cccc3cccnc23)cs1 (stereo unspecified),-76,1
COc1ccc(NC(=O)C2Cc3c(-c4ccccc4Oc4ccccc4)ccnc3O2)cc1 (stereo unspecified),11,-1
OC[C@@H]1CN(Cc2ccncc2)C[C@H](n2cnc3c(N4CCN(c5ccccc5)CC4)ncnc32)O1,13,-2
CCOC(=O)C1=CCN(S(=O)(=O)c2ccc(F)cc2)C1c1cccc(C)c1 (stereo unspecified),16,2
Cc1csc(-c2nc3ccccc3n2C(C(=O)Nc2c(C)cccc2C)C2CC2)c1 (stereo unspecified),-439,2
Cc1ccc(CN2CCN(C(=O)/C=C/[C@H]3O[C@@H](n4cc(C)c(=O)[nH]c4=O)C[C@@H]3O)CC2)cc1,12,-1
CC(=O)Nc1cc(-c2ccc(C(=O)N3CCOCC3)cc2)cn2c(-c3ccc(F)cc3)cnc12,-166,-3

# The list continues:
SMILES,SENP8 block,SENP1 inh
CCCNC(=O)C1(C)CCCN(Cc2c(C)nn(-c3ccccc3)c2C)C1 (stereo unspecified),19,2
COCCNC(=O)C1(C)CCN(Cc2ccc(C(C)C)cc2)C1 (stereo unspecified),17,1
Cc1ccc(S(=O)(=O)N2[C@@H](CCO)OC[C@H]2C(C)C)cc1,12,1
CCC(CC)C(C(=O)NCc1ccccc1)N1CCN(c2cccc(C)c2C)CC1 (stereo unspecified),31,-1
CCC(=O)NC(c1ccco1)c1cc(Br)c2cccnc2c1O (stereo unspecified),10,-7
COc1cccc(-c2cccc(-c3nc(C(=O)Nc4ccc(-c5ccccc5)cc4)cc4c3[C@H](CCO)N(S(=O)C(C)(C)C)C4)c2)c1 (stereo partly specified),-68,-22
O=C1NC[C@@H]2CCCN2C1=O,-2,-3
CC(C)(C(=O)N1CCC1(C)C(=O)Nc1ccccc1Br)c1ccccc1 (stereo unspecified),-16,4
NC(c1ccccc1)c1csc(NC(=O)Nc2cccc(Cl)c2)n1 (stereo unspecified),14,3
CSCCC(C(=O)Nc1c(C)cccc1C)N1CCN(c2ccc(F)cc2)CC1 (stereo unspecified),21,-1
O=C(NC(c1ccc(F)cc1)c1cnccn1)C1CCN(CCOc2ccc(Cl)cc2Cl)CC1 (stereo unspecified),13,0
O=C(NCc1ccccn1)[C@@H]1CCCN1C(=O)[C@@H]1CCCN1,18,1
OC(c1ccccc1)c1nc(-c2cc3ccccc3o2)cs1 (stereo unspecified),-14,1
Cc1cccc(C)c1-n1nnnc1C1c2ccccc2C(=O)N1C1CC1 (stereo unspecified),8,2
C=C1C[C@@H]2C[C@@H]2CN(S(=O)(=O)c2ccc(C)cc2)[C@@H]1COCc1ccccc1,13,1
Cc1cc(C)cc(Cn2c3ccc(NC(=O)NCc4ccccc4)cc3c(=O)n2C)c1,-498,2
Cc1cccc(C)c1NC(=O)C(c1ccccc1F)n1c(=O)c(-c2ccco2)nc2ccccc21 (stereo unspecified),-410,-44
OCc1ccc(-c2cccc3nccn23)cc1,-498,1
COc1ccc(S(=O)(=O)NC(=O)C2(C)CCN2C(=O)C2CC2)cc1 (stereo unspecified),18,2
CCCC(=O)N1CCCC(c2cc(C(=O)Nc3ccccc3)no2)C1 (stereo unspecified),8,0
C[C@@H](c1ccccc1)N1C[C@H](COCc2ccccc2)Oc2cc(N3CCC[C@H]3C(N)=O)ccc2S1(=O)=O,24,1
COC(=O)c1ccc(CC2(C)C(=O)Nc3ccc(-c4cccc(C(F)(F)F)c4)cc32)o1 (stereo unspecified),11,-2
